# Compound activity as filed in PubChem.
# LYPLA2 counter = LYPLA2 inhibitors, primary screen, counter-screen for PME1 inhibitor project, biochemical, fluorescence polarization, FP-Rh probe ABPP; 0.38% of 320,000 active; inhibition, % at 5.9 µM; recombinant LYPLA2; Acyl-protein thioesterase 2 (Homo sapiens), O95372; AID 2177, 2009;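 active = inhibition above the screen-wide mean plus 3 SD, limit set per campaign, cut at about 26% in these data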;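 note: 0% = LYPLA2 with DMSO and 100% = wells lacking LYPLA2 enzyme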
# Target sequence (O95372 whole entry, looked up): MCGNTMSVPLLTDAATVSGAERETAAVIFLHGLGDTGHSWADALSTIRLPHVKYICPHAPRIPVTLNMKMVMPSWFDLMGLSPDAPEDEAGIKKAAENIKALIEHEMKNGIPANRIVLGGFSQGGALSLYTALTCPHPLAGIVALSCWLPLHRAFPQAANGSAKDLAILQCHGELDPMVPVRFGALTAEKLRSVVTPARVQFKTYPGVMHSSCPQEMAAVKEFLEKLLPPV
# PREPL inhibitor = PREPL enzyme inhibitors, primary screen, biochemical, fluorescence polarization; Prolyl endopeptidase-like (Homo sapiens), Q4J6C6; recombinant PREPL, fluorescence polarization activity-based probe; inhibition, % at 5.96 µM; 0.68% of 320,000 active; AID 2751, 2010; in the data active = inhibition above about 43%;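 note: 0% = enzyme with DMSO and 100% = wells lacking enzyme; many of its hits are not listed in these tables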
# PME-1 primary = PME-1 inhibitors via competitive probe labeling, primary screen, biochemical, fluorescence polarization, FP-Rh probe, HTS | recombinant PME-1 | inhibition, % at 5.9 µM | 0.53% of 320,000 active;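 active = inhibition above the campaign mean of all compounds plus 3 SD, cut at about 26% in these data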;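 note: competitive labeling of PME-1 active site by serine hydrolase directed probe; 0% = PME-1 with DMSO and 100% = wells lacking PME-1 enzyme; inhibitors block probe labeling so polarization falls and inhibition rises; many of its hits are not listed in these tables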
# PAFAH1B3 inh = PAFAH1B3 enzyme inhibitors, primary screen, biochemical, fluorescence polarization, human; recombinant PAFAH1B3, FP-rhodamine probe; inhibition, % at 3.39 µM; 0.28% of 340,000 active; AID 492972, 2010;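 active = inhibition above the screen-wide average of all tested compounds plus 3 SD, cut at about 25% in these data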;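 note: 0% = enzyme with DMSO only and 100% = wells lacking PAFAH1B3 protein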
# PAD4 inh = human PAD4 inhibitors, primary screen, biochemical, fluorescence polarization, 1536-well format; recombinant PAD4, RCA probe fluorescence polarization; AID 485272, 2010; 0.41% of 330,000 active; Protein-arginine deiminase type-4 (Homo sapiens), Q9UM07; inhibition, % at 6.36 µM;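 active = percent inhibition above a cutoff equal to the mean of all tested compounds plus 3 SD, cut at about 15% in these data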;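 note: 0% = PAD4 with RCA probe and DMSO and 100% = probe without PAD4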
# GSTO1 inh = inhibitors of recombinant GSTO1, primary screen, counter-screen for RBBP9 inhibitor project, biochemical, fluorescence polarization. activity-based probe fluorescence polarization. inhibition, % at 5.96 µM. 1.1% of 300,000 active;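 active = inhibition above the campaign mean inhibition plus 3 SD, cut at about 35% in these data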;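 note: 0% = GSTO1-1 with DMSO and 100% = wells lacking GSTO1-1 enzyme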
# LYPLA1 inh = LYPLA1 inhibitors, primary screen, counter-screen for PME1 inhibitor project, biochemical, fluorescence polarization, FP-Rh probe ABPP | Acyl-protein thioesterase 1 (Homo sapiens), O75608 | inhibition, % at 5.9 µM | recombinant LYPLA1 | AID 2174, 2009 | 0.16% of 320,000 active;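 active = inhibition above the mean of all tested compounds plus 3 SD, set per campaign, cut at about 14% in these data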;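 note: inhibitors block serine hydrolase probe labeling of LYPLA1 so polarization falls; 0% = enzyme with DMSO and 100% = wells lacking LYPLA1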
# Target sequence (O75608 whole entry, looked up): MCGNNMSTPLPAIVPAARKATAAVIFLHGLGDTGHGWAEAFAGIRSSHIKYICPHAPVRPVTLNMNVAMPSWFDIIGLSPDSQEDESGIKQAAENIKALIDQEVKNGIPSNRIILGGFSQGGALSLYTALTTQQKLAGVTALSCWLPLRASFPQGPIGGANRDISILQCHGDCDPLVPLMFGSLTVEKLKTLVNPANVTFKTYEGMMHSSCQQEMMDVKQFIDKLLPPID
# pPAFAH inh = pPAFAH enzyme inhibitors, primary screen, biochemical, fluorescence polarization, human; inhibition, % at 3.39 µM; 1.5% of 330,000 active; AID 463082, 2010; Platelet-activating factor acetylhydrolase (Homo sapiens), Q13093; recombinant pPAFAH, FP-rhodamine probe fluorescence polarization;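 active = inhibition above the mean inhibition across the screen plus 3 SD, cut at about 25% in these data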;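 note: inhibitors block binding of the rhodamine activity-based probe so polarization drops; 0% = enzyme with DMSO and 100% = wells lacking pPAFAH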
# Target sequence (Q13093 whole entry, looked up): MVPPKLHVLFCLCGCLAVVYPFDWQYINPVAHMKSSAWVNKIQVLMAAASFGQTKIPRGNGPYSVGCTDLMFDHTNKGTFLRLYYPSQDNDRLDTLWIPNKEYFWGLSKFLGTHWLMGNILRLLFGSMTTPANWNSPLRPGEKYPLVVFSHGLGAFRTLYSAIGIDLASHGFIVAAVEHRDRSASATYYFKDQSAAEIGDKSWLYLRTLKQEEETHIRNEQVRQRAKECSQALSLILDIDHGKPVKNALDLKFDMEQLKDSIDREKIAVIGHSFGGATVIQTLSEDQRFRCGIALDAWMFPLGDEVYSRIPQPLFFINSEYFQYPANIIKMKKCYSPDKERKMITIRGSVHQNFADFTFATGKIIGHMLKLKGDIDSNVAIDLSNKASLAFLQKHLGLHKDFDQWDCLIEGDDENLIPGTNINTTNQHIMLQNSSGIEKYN
# PAFAH1B2 FP inh = PAFAH1B2 enzyme inhibitors, primary screen, biochemical, fluorescence polarization, human; 1.2% of 340,000 active; inhibition, % at 3.39 µM; recombinant PAFAH1B2, FP-rhodamine activity probe;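 active = inhibition above the mean of all tested compounds plus 3 SD, cut at about 24% in these data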;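 note: 0% = enzyme with DMSO and 100% = wells lacking PAFAH1B2; many of its hits are not listed in these tables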
# An asterisk follows results filed as active; x = not tested or not shown.
SMILES,LYPLA2 counter,PREPL inhibitor,PME-1 primary,PAFAH1B3 inh,PAD4 inh,GSTO1 inh,LYPLA1 inh,pPAFAH inh,PAFAH1B2 FP inh
CC(C)c1ccc(Oc2cccc(C(=O)/C(C#N)=C/N(C)C)c2)cc1,5,-8,9,1,3,-20,2,14,3
CC(=O)c1c(C)[nH]c(C(=O)OCc2ccccc2F)c1C,-4,-7,0,6,-4,-1,-5,6,-4
Cc1ccccc1CN1CCNC(=O)C1CC(=O)NC1CCCCCCC1 (stereo unspecified),3,8,3,6,-6,-4,-4,3,7
O=[N+]([O-])c1cccc(-c2nnc(-c3ccccc3)o2)c1,4,6,0,8,1,5,5,3,4
CC12CCC(C(=O)N(CC(O)CN3CCN(Cc4ccccc4)CC3)C1=O)C2(C)C (stereo unspecified),-10,8,-1,x,2,13,-2,-1,x
CCOC(=O)Cn1c(=O)oc2cc(S(=O)(=O)N(C)c3ccc(OC)cc3)ccc21,6,4,2,4,-2,3,2,5,3
C[C@H](CO)N1C[C@H](C)[C@@H](CN(C)C(=O)NC2CCCCC2)Oc2ccc(NC(=O)C3CCCCC3)cc2C1=O,x,14,x,3,1,x,x,-4,-3
Cc1ccc(C(=O)C(C)OC(=O)CCS(=O)(=O)c2ccc(C)cc2)cc1 (stereo unspecified),-4,3,4,0,0,x,-4,4,-1
NC(=O)CC(NC(=O)c1ccccc1)c1ccc(NCCc2cccc(F)c2)c([N+](=O)[O-])c1 (stereo unspecified),0,-4,-1,8,0,-5,-5,13,1
CN(CC(=O)Nc1ccc(F)cc1)C(=O)CNC(=O)C1CCCCC1,3,6,0,4,0,x,1,-2,4
CCOC(=O)C1CCN(C(=O)Nc2ccccc2Cl)CC1,4,-1,2,-1,1,-1,-2,3,-1
O=C(Cc1ccc(NS(=O)(=O)c2ccc(F)cc2)cc1)NCc1cccnc1,3,-4,0,-9,5,8,2,12,2
CCCN1CNC(=S)N(c2ccccc2OCC)C1,10,1,3,6,-6,2,0,5,-3
Cc1[nH]nc2c1C(c1cccs1)C1=C(CC(C)(C)CC1=O)N2 (stereo unspecified),-5,9,3,9,3,9,0,5,2
CC1(C)Cc2c(sc(/N=C/N3CCOCC3)c2C#N)C(C)(C)N1,3,5,-1,-2,0,5,0,8,3
CC(C)Nc1ccc(C(CC(N)=O)NC(=O)c2ccc(Br)cc2)cc1[N+](=O)[O-] (stereo unspecified),-2,5,10,13,2,-2,-3,3,6
O=C(O)c1ccc(CSc2nc3ccc(NC(=O)c4ccccc4C(=O)O)cc3s2)cc1,21,3,-1,-5,-3,-9,1,5,1
Cc1ccc(-c2nc(CN(C)C)cc(CN(C)C)c2O)cc1,2,-3,-3,8,0,-9,1,2,2
CCOC(=O)N1CCN(C(=O)c2cnc3n(c2=O)CCS3)CC1,8,-5,-3,-1,1,2,0,3,3
CC(=O)c1c(C)oc2ccc(NS(=O)(=O)c3ccc(C(=O)O)cc3)cc12,4,9,3,3,3,13,6,4,1
Cc1oc2c(cc(NS(=O)(=O)c3ccc(F)cc3)c3ccccc32)c1C(=O)O,2,5,10,3,-11,5,-2,20,3
C=CCSC1=N/C(=C\c2cccnc2)C(=O)N1c1ccc(OC)cc1,-5,20,1,13,-1,-1,-1,5,1
Cc1cc(C)c(NC(=S)N2CCN(c3ccc([N+](=O)[O-])cn3)CC2)cc1C,10,-6,0,7,2,-3,1,-2,4
CCc1ccc(S(=O)(=O)c2nnn3c2nc(N2CCOCC2)c2ccccc23)cc1,-3,5,5,4,3,-8,0,-1,3
CCOC(=O)N1CCC(NC(=O)c2ccc(NC(=O)C3CCCO3)cc2)CC1 (stereo unspecified),-4,15,-6,1,-1,0,-4,-13,-4
CCC(C(=O)NCCc1ccc(OC)c(OC)c1)n1nc(C)n2c(cc3occc32)c1=O (stereo unspecified),-2,6,-6,12,0,1,-3,3,6
NC12CC3CC(C1)CC(CC(=O)O)(C3)C2,-1,1,-4,8,-1,3,-4,-1,4
CSCCC(=O)N1CCCC(N2CCN(c3cccc(C(F)(F)F)c3)CC2)C1 (stereo unspecified),53*,-2,2,14,3,0,2,6,4
COc1ccc(C(=O)NCC(C)(C)CNC(=O)c2ccc(OC)c(OC)c2)cc1OC,2,-6,-2,18,-5,-6,1,-1,7
Cc1csc(SC(C)C(=O)NCc2ccc3c(c2)OCO3)n1 (stereo unspecified),1,-12,-8,-1,0,5,1,3,0
N#Cc1c(Nc2ccccc2)c(/C=N/N=C/c2ccccc2)c[nH]c1=O,0,7,-2,10,-8,-2,-2,15,4
CCOc1ccc(-c2nnn(CC(=O)Nc3cccc(OC)c3)n2)cc1OCC,-7,3,-21,1,-4,-5,-10,-3,-6
CCCN(CCC)C(=O)c1cn(C)c2ccc(S(=O)(=O)N3CCCC3)cc2c1=O,8,3,5,9,-7,-1,4,1,2
Cc1cc(C)n2nc(SCC(=O)Nc3ccccc3C)nc2n1,-8,-5,0,4,-2,1,0,2,-4
CC1(C)CC[C@]2(C(=O)O[C@@H]3O[C@H](CO)[C@@H](O)[C@H](O)[C@H]3O)CC[C@]3(C)C(=CCC4[C@@]5(C)CC[C@H](O[C@@H]6O[C@H](C(=O)O)[C@@H](O[C@H]7OC[C@@H](O)[C@@H](O)[C@@H]7O)[C@H](O)[C@H]6O)C(C)(C)C5CC[C@]43C)[C@@H]2C1 (stereo partly specified),x,6,x,3,-3,x,x,1,2
COc1cccc(-c2csc3nnc(SCC(=O)NCc4cccs4)n23)c1,2,-21,10,7,-1,-7,1,5,-1
Cc1ccc(C(=O)N/N=C/c2ccc(-c3ccc(Br)cc3[N+](=O)[O-])o2)o1,21,25,53*,3,0,66*,18*,26*,7
Cc1ccc(NC(=S)N(Cc2cccs2)Cc2cc3cccc(C)c3[nH]c2=O)cc1,4,1,0,0,-4,-1,-2,2,-4
CCOC(=O)CC1=C(C(=O)OCC)C(c2ccc(C)o2)C(C#N)=C(N)O1 (stereo unspecified),-3,0,0,4,2,9,2,-2,-1
O=S(=O)(Nc1ccc(S(=O)(=O)N2CCCCC2)cc1)c1ccc(Br)s1,2,13,4,0,1,3,1,5,5
O=C(CP(=O)(CO)CO)c1ccc(Cl)cc1,-3,9,0,10,-7,10,0,4,6
Cc1ccc(-c2nc(-c3ccccc3)no2)c(Cl)c1,2,3,-1,6,4,0,1,2,3
CC(C)Oc1ccccc1/C=N/NC(=O)C1CC1,10,-1,-1,x,0,5,2,4,x
Cc1ccc(C)c(OCC(O)CN2C(C)CCCC2C)c1 (stereo unspecified),1,4,-4,-5,-3,0,-1,1,4
Cc1c(Cl)c(=O)oc2cc(OCC(=O)NCc3cccs3)ccc12,1,-6,0,-6,-2,3,1,2,-2
CCOc1cc(C2C(C#N)=C(N)Oc3n[nH]c(-c4ccncc4)c32)cc([N+](=O)[O-])c1O (stereo unspecified),3,-6,2,x,-15,-9,-1,2,x
Cc1ccc(S(=O)(=O)NCCOc2nc(N3CCOCC3)nc(N3CCOCC3)n2)cc1,-5,6,0,0,0,8,-4,3,-2
CC(=O)Nc1ccc(C(=S)NCC2(N(C)C)CCCCC2)cc1,4,-2,-5,-3,-1,23,1,-4,8
CCOC(=O)c1sc(NC(=O)Cc2c(F)cccc2Cl)nc1C,-7,-1,-6,-3,-5,-7,-1,-8,0
O=C(CS(=O)(=O)c1ccccc1)Nc1nc(-c2ccccc2)cs1,-14,-12,-6,4,-9,-3,-8,-10,4
COc1ccccc1CNC(=O)Cn1cccc1,0,-2,3,3,-2,0,2,2,0
Cc1nc(C)n(C(C)CC(=O)O)n1 (stereo unspecified),-2,-6,-2,2,-4,-2,4,3,-2
CC(=O)/C(C#N)=C1\NC(=O)C(Cc2ccccc2)S1 (stereo unspecified),3,2,4,3,-1,-4,-4,4,4
COc1ccccc1Nc1nc(N)nc(CSc2nnc(C)s2)n1,0,0,10,8,-2,1,1,6,5
CCC1Oc2ccccc2N(CC(=O)NCCc2ccc(OC)c(OC)c2)C1=O (stereo unspecified),9,-2,-3,2,3,6,-4,2,7
COc1ccc(NS(=O)(=O)c2cn(C)cn2)cc1OC,4,5,-2,4,0,1,-3,-1,3
O=C(CCC(=O)Nc1ccc(Br)cc1)N/N=C/c1ccccc1O,-8,-6,0,8,-6,2,-4,6,13
CSc1nnnn1CCn1nnnc1SC,0,5,-9,5,2,-5,1,-3,-4

# Sorted by SMILES length (highest first): part of the list above.
SMILES,LYPLA2 counter,PREPL inhibitor,PME-1 primary,PAFAH1B3 inh,PAD4 inh,GSTO1 inh,LYPLA1 inh,pPAFAH inh,PAFAH1B2 FP inh
CCOc1cc(C2C(C#N)=C(N)Oc3n[nH]c(-c4ccncc4)c32)cc([N+](=O)[O-])c1O (stereo unspecified),3,-6,2,x,-15,-9,-1,2,x
O=C(CS(=O)(=O)c1ccccc1)Nc1nc(-c2ccccc2)cs1,-14,-12,-6,4,-9,-3,-8,-10,4
O=C(CCC(=O)Nc1ccc(Br)cc1)N/N=C/c1ccccc1O,-8,-6,0,8,-6,2,-4,6,13
CC(=O)Nc1ccc(C(=S)NCC2(N(C)C)CCCCC2)cc1,4,-2,-5,-3,-1,23,1,-4,8
CCOC(=O)c1sc(NC(=O)Cc2c(F)cccc2Cl)nc1C,-7,-1,-6,-3,-5,-7,-1,-8,0
COc1ccccc1Nc1nc(N)nc(CSc2nnc(C)s2)n1,0,0,10,8,-2,1,1,6,5
COc1ccc(NS(=O)(=O)c2cn(C)cn2)cc1OC,4,5,-2,4,0,1,-3,-1,3
COc1ccccc1CNC(=O)Cn1cccc1,0,-2,3,3,-2,0,2,2,0
Cc1nc(C)n(C(C)CC(=O)O)n1 (stereo unspecified),-2,-6,-2,2,-4,-2,4,3,-2
CSc1nnnn1CCn1nnnc1SC,0,5,-9,5,2,-5,1,-3,-4

# Only part of the results is shown; count on the stated rates, not on these rows.
